TDP1 inh: blocks human tyrosyl-DNA phosphodiesterase 1. Q9NUW8. recombinant TDP1, AlphaScreen DNA substrate cleavage. Potency, µM (top dose mostly 130 µM), inactives show top-dose activity change, negative = inhibition, hits mostly inhibitors. 350,000 tested, 0.28% active; note: nearly all actives have a fitted effect of over 40% in size
Target sequence (Q9NUW8 whole entry, looked up): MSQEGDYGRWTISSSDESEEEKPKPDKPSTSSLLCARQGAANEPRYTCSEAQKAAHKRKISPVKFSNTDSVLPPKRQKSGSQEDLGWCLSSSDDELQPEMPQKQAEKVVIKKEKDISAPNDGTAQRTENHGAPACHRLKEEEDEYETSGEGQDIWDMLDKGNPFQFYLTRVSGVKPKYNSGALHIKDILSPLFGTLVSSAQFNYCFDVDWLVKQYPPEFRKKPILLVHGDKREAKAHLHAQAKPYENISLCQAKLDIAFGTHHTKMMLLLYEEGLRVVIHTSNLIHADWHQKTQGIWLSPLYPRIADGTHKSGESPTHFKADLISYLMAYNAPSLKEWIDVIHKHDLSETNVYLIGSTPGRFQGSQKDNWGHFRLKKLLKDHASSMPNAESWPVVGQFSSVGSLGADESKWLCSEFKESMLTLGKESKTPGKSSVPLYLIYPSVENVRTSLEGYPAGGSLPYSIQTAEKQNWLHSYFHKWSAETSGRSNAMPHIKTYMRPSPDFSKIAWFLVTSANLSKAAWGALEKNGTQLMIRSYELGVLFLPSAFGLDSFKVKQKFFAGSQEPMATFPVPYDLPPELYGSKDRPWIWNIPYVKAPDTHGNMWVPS
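Recombinant E. coli-expressed Tdp1 (1 nM) preincubated with compound 15 min at RT, then 5'-biotin/3'-phosphotyrosine-FITC DNA substrate (15 nM) added for 5 min. AlphaScreen beads (10 ug/ml) added, 10 min RT; tyrosine-FITC cleavage read as signal loss.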
N370S GC: inhibitors or activators of N370S glucocerebrosidase for Gaucher disease; P04062; N370S GC spleen homogenate, 4MU-glucoside fluorescence; Potency, µM (series often up to 59.4 µM), without a hit: at the highest dose activity change, negative = inhibition, actives largely listed as inhibitors; 330,000 tested, 0.092% active;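 note: 0% = full enzyme activity and -100% = no enzyme basal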
FEN1 inh: inhibitors of human flap endonuclease 1. P39748. Recombinant FEN1 flap cleavage, fluorescence, 15 min. Potency, µM (doses to about 114 µM), inactives show at the top dose activity change, negative = inhibition, actives largely listed as inhibitors. 390,000 tested, 0.35% active. AID 588795; note: nearly all actives have a fitted effect of over 65% in size
Target sequence (P39748 whole entry, looked up): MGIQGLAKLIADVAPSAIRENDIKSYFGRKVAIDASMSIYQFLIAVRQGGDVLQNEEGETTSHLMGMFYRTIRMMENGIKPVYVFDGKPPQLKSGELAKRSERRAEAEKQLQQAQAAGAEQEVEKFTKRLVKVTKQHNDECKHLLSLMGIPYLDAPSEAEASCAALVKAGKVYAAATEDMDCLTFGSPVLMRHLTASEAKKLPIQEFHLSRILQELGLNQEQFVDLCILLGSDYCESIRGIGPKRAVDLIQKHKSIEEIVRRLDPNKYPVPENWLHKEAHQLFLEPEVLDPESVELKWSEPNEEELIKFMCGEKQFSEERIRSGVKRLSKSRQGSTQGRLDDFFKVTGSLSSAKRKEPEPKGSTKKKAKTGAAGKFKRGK
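Potency values derive from four-parameter Hill fits of normalized qHTS data. The reaction used 10 nM FEN1 preincubated 15 min at room temperature with compound, then 50 nM DNA substrate, read at 0 and 15 min.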
Active calls of the source: *; ? = inconclusive; / = no result given; [ ] = dose if it differs, or a comment. Calls come from the whole dose curve; as a rule, active = well fitted curve in the direction sought with a large enough effect; inconclusive = small, poorly fitted or top-dose-only effect, or another doubt; inactive = no such curve, though single readings can be large; an effect the other way counts as inactive or inconclusive. Unless noted, % is set by controls: 0 for no effect and ±100 for the full control effect; potency is the fitted concentration of half-maximal effect.

SMILES	TDP1 inh	N370S GC	FEN1 inh
Cc1nc2ccc(S(=O)(=O)NCC(=O)N3CCc4ccccc43)cc2s1	2.0%	-20.9%	-10.2%
O=C1[C@@H]2Cc3c([nH]c4ccccc34)[C@@H](c3ccccc3)N2C(=O)[C@@H]2Cc3c([nH]c4ccccc34)[C@@H](c3ccccc3)N12	3.9%	16.1%	/
c1ccc(-c2nc(N3CCOCC3)sc2-c2ccccc2)cc1	7.0%	3.2%	-15.7%
CCOC(=O)c1cccc(NS(=O)(=O)c2ccc3[nH]c4c(c3c2)CCCC4)c1	6.2%	/	-27.7%
CCS(=O)(=O)NCC(c1cccnc1)N1CCN(c2ccc(F)cc2)CC1 (stereo not given)	-2.1%	-28.5%	-6.8%
CC(C)C[C@H](NC(=O)c1nc[nH]c1C(=O)NCc1ccccc1)C(=O)OC(C)(C)C	9.0%	?	-22.4%
O=C(NC(c1ccc(Cl)cc1)c1c(O)ccc2ccccc12)c1ccccc1 (stereo not given)	5.5%	17.7%	-9.0%
COc1ccc(OCc2cc(C(=O)NC3CCOC(C)(C)C3)no2)c2ccccc12 (stereo not given)	7.6%	-2.4%	/
C=CCn1c(SCC(=O)N2CCCC2)nc2c([nH]c3ccccc32)c1=O	0.5%	5.2%	6.8%
COc1ccc(NC(=O)CCC(=O)OC(C(=O)c2ccccc2)c2ccccc2)cc1 (stereo not given)	?	3.8%	2.3%

Whole records, quoted from the list. Order of screens: TDP1 inh, N370S GC, FEN1 inh
`c1ccc(-c2nc(N3CCOCC3)sc2-c2ccccc2)cc1` across the screens: 7.0%, 3.2%, -15.7%
`C=CCn1c(SCC(=O)N2CCCC2)nc2c([nH]c3ccccc32)c1=O` across the screens: 0.5%, 5.2%, 6.8%

(more compounds)
SMILES	TDP1 inh	N370S GC	FEN1 inh
CCOC(=O)c1cc(C(=O)Nc2ccccc2F)nn1C	0.7%	5.8%	-6.9%
NC(=O)c1nn2c(C(F)(F)F)cc(-c3ccc(Br)cc3)nc2c1Cl	1.5%	/	-4.3%
COc1ccccc1NC(=O)c1ccc(-c2ccc(Br)cc2)o1	1.1%	/	5.0%
CC(C)C(=O)Nc1ccccc1-c1nc2ccccc2[nH]c1=O	4.5%	?	-2.9%
NS(=O)(=O)c1ccc(Sc2ccc3ccccc3c2)nc1	2.2%	2.7%	-8.6%
COC(=O)c1ccccc1NC(=O)CN(c1ccc(C)cc1)S(C)(=O)=O	/	-5.3%	-14.1%
CCc1ccc(NC(=O)C2CCN(c3nc(-c4ccc(OC)cc4)no3)CC2)cc1	5.4%	/	-9.4%
COc1cccc(CNC(=O)CCNS(=O)(=O)c2cccs2)c1	-1.0%	4.4%	-9.8%
CCOc1ccc(C2C(C(=O)Nc3ccccc3)=C(C)Nc3nc(SCc4cccc(OC)c4)nn32)cc1 (stereo not given)	-1.5%	/	20.1%
CN(C)C(=O)COC(=O)/C=C/c1cn(-c2ccccc2)nc1-c1cccs1	0.0%	2.8%	-5.6%
COc1ccc(S(=O)(=O)NC2CC(=O)N(c3ccc(C)c(C)c3)C2)cc1 (stereo not given)	/	-5.9%	5.4%
Cc1cc(Cl)ccc1OCC(=O)NCCOc1nc(N2CCCCC2)nc(N2CCOCC2)n1	0.9%	/	1.6%
O=C(CNC(=O)c1cccc(Br)c1)N/N=C/c1cccs1	/	-1.4%	2.1%
Cc1ccc(S(=O)(=O)CCc2nc3ccccc3s2)cc1C	3.4%	-8.9%	-10.5%
NS(=O)(=O)c1cccc(NC(=O)c2cc3ccccc3o2)c1	-3.6%	-7.4%	-1.0%
COCCSc1nnc(NC(=O)Cc2ccc(OC)c(OC)c2)s1	0.0%	-2.8%	14.9%
O=S(=O)(/C=C/c1ccccc1)N1CCN(Cc2ccc3c(c2)OCO3)CC1	4.2%	-10.1%	-17.4%
CC1NC(C(=O)O)Cc2c1[nH]c1ccccc21 (stereo not given)	1.2%	15.3%	/
O=C(CNC(=O)c1ccc2c(c1)OCO2)NCc1cccs1	-0.5%	/	-6.9%
COc1ccccc1CNC(=O)C(Cc1ccccc1)NC(=O)c1ccccc1 (stereo not given)	0.8%	/	10.1%
CC(CCC(C)OC(=O)c1ccccc1C(=O)O)OC(=O)c1ccccc1C(=O)O (stereo not given)	/	-10.3%	-7.2%
Cc1ccc(C)c(S(=O)(=O)N2CCN(C(=O)CCC(=O)NCc3ccc(Cl)cc3)CC2)c1	0.6%	/	-2.5%
CCOC(=O)CSc1nc(C(C)C)nc2sc(C)c(C)c12	-5.1%	10.6%	-10.1%
Cc1nonc1CC(=O)N1CCCC(C(=O)c2ccc(Cl)cc2)C1 (stereo not given)	4.8%	3.8%	-8.1%
Cc1cc(C)cc(NC(=O)Nc2cccnc2)c1	/	-22.5%	-6.2%
N#CCCn1[nH]c(-c2ccccc2)cc1=O	2.3%	-6.3%	2.2%
CS(=O)(=O)Nc1ccccc1C(=O)OCc1cc(=O)n2nc(C3CCCCC3)sc2n1	3.8%	/	0.9%
CC(OC(=O)c1cccc(-n2cnnn2)c1)C(=O)NC1(C#N)CCCCC1 (stereo not given)	0.4%	/	3.0%
CSc1nc2c(cnn2-c2ccc(C)c(C)c2)c(=O)[nH]1	0.0%	-5.8%	-4.4%
Cc1ccc(-c2cc(C(=O)OCC(=O)N(C)C3CCS(=O)(=O)C3)c3ccccc3n2)o1 (stereo not given)	4.6%	-3.0%	-14.3%

A few values from the list.
Cc1ccc(C)c(S(=O)(=O)N2CCN(C(=O)CCC(=O)NCc3ccc(Cl)cc3)CC2)c1 @ TDP1 inh = 0.6%
CCOC(=O)CSc1nc(C(C)C)nc2sc(C)c(C)c12 @ FEN1 inh = -10.1%
CSc1nc2c(cnn2-c2ccc(C)c(C)c2)c(=O)[nH]1 @ FEN1 inh = -4.4%
CC(OC(=O)c1cccc(-n2cnnn2)c1)C(=O)NC1(C#N)CCCCC1 (stereo not given) @ TDP1 inh = 0.4%

The list goes on.
SMILES	TDP1 inh	N370S GC	FEN1 inh
O=C(c1cc(COc2ccc(F)cc2Cl)on1)N(CCO)Cc1cccs1	2.9%	-22.0%	-14.2%
CSCC[C@H](NC(=O)[C@H](Cc1c[nH]c2ccccc12)NC(=O)CNC(=O)[C@H](Cc1ccc(O)cc1)NC(=O)[C@H](C)NC(=O)[C@H](CCC(=O)O)NC(=O)[C@H](CCC(=O)O)NC(=O)[C@H](CCC(=O)O)NC(=O)[C@H](CCC(=O)O)NC(=O)[C@H](CCC(=O)O)NC(=O)[C@H](CC(C)C)NC(=O)[C@H](Cc1c[nH]c2ccccc12)NC(=O)[C@@H]1CCCN1C(=O)CNC(=O)[C@@H]1CCC(=O)N1)C(=O)N[C@@H](CC(=O)O)C(=O)N[C@@H](Cc1ccccc1)C(=O)NCC(=O)O	4.9%	0.1%	/
COc1cc(C(=O)NNC2=CC(=O)CC(C)(C)C2)cc(OC)c1OC	0.0%	-7.7%	0.1%
O=C(NCCc1ccccn1)c1c(-c2ccccc2)sc2ccccc12	0.1%	/	-11.6%
C/C(CCC(=O)OC[C@@H]1O[C@H](C#Cc2ccccc2)C=C[C@@H]1Oc1ccc(C)cc1)=N/O[C@@H](C)c1cn([C@H]2COC[C@H]2O)nn1	10.1%[21 µM]	-9.1%[12.8 µM]	/
COc1ccc(CCNS(=O)(=O)c2ccc([N+](=O)[O-])cc2)cc1OC	/	1.3%	15.7%
Cc1ccc(C(=O)NNC(=O)c2cc(OCC(F)(F)F)ccc2OCC(F)(F)F)cc1	5.9%	4.4%	-4.4%
CC1=CC(c2ccccc2)n2nc(N3C(=O)c4ccccc4C3=O)nc2N1 (stereo not given)	5.5%	9.5%	0.5%
O=C(CN1C(=O)NC(Cc2ccccc2)C1=O)Nc1ccccc1OC(F)F (stereo not given)	/	-10.4%	-0.4%
O=C(c1ccc2c(c1)OCO2)C1CCCN(Cc2ccc3nsnc3c2)C1 (stereo not given)	0.0%	-13.3%	7.7%
COc1ccccc1CNC(=O)CCNS(=O)(=O)c1ccc2[nH]c(=O)oc2c1	2.0%	-1.1%	-3.7%
COc1ccccc1/C=C/C=N/NC(=O)c1ccc2nc[nH]c2c1	7.4%	-0.4%	/
Cc1c(-c2cccc(Cl)c2)nc2ccccc2c1C(=O)OC/C(O)=C(\C#N)c1nc2ccccc2[nH]1	11.0%	7.3%	-11.8%
CC1CCCN(CC(O)COCc2ccc3c(c2)OCO3)C1 (stereo not given)	-4.8%	3.8%	0.3%
O=C(Nc1ccc(N2CCN(C(=O)c3cccs3)CC2)cc1)c1ccccc1Cl	-0.5%	-12.8%	12.4%
COc1cc(N2CCCC2)c(OC)cc1/C=C(/C#N)c1cccc(F)c1	12.9%	21.7%	6.4%
COc1cc(NC(=O)CSc2nc3nc(C)c(Cc4ccc(C)cc4)c(C)n3n2)cc(OC)c1OC	11.6%	/	-35.1%
CCOc1cccc(-c2nnc3sc(COc4ccc(Cl)cc4)nn23)c1	3.9%	2.8%	-12.6%
CCCC[C@@H]1C[C@H]1C(NC(=O)c1ccccc1)c1ccc(C(=O)OC)cc1 (stereo not given in full)	6.3%	-0.8%	/
COc1ccc(-n2nc(C(=O)N(C)c3cc(Cl)ccc3OC)c3c4ccccc4n(C)c3c2=O)cc1	2.3%	/	-0.3%
C/C(CC(=O)NCCCN1CCOCC1)=N\NC(=O)COc1cccc2ccccc12	5.6%	5.7%	6.7%
CCCCn1c(N)c(N(CC)C(=O)c2cc(Br)ccc2Cl)c(=O)[nH]c1=O	1.8%	-6.5%	-5.5%
COc1cc(CC(=O)NCC2CCCCC2)cc(OC)c1OC	/	-23.6%	-10.7%
O=C(Nc1ccc(N2CCOCC2)c(S(=O)(=O)Nc2cc(Cl)ccc2Cl)c1)c1cccnc1	5.0%	-3.5%	-19.3%
COC(=O)c1cc(=O)n2c(sc3ccccc32)c1C#N	3.8%	7.0%	-1.0%
O=C(O)CCCC(=O)N1CCN(c2nc(-c3ccccc3Cl)c3cc(Br)ccc3n2)CC1	/	-3.1%	-5.4%
CCc1ccc(C(=O)CN2C(=O)NC3(CCOc4ccccc43)C2=O)s1 (stereo not given)	2.0%	/	8.2%
Cc1cc(C)n(-c2nc3nonc3nc2Nc2cccc(C)c2C)n1	7.1%	-5.3%	5.3%
O=c1c2ccccc2nnn1CSc1nnc(-c2ccco2)o1	0.0%	-2.2%	0.0%
COCCOC(=O)C1=C(C)OC(N)=C(C#N)C1c1ccco1 (stereo not given)	2.4%	1.5%	-2.9%

A second format for part of the listing above:
Values run as follows: TDP1 inh | N370S GC | FEN1 inh
- COC(=O)c1cc(=O)n2c(sc3ccccc32)c1C#N
→ 3.8% | 7.0% | -1.0%
- CCc1ccc(C(=O)CN2C(=O)NC3(CCOc4ccccc43)C2=O)s1 (stereo not given)
→ 2.0% | / | 8.2%
- Cc1cc(C)n(-c2nc3nonc3nc2Nc2cccc(C)c2C)n1
→ 7.1% | -5.3% | 5.3%
- C/C(CC(=O)NCCCN1CCOCC1)=N\NC(=O)COc1cccc2ccccc12
→ 5.6% | 5.7% | 6.7%
- CCCCn1c(N)c(N(CC)C(=O)c2cc(Br)ccc2Cl)c(=O)[nH]c1=O
→ 1.8% | -6.5% | -5.5%
- O=C(Nc1ccc(N2CCOCC2)c(S(=O)(=O)Nc2cc(Cl)ccc2Cl)c1)c1cccnc1
→ 5.0% | -3.5% | -19.3%

Carrying on.
SMILES	TDP1 inh	N370S GC	FEN1 inh
Cc1ccc(S(=O)(=O)N2c3ccccc3OCC2C(C)(C)C)cc1 (stereo not given)	-4.9%	8.2%	-17.0%
O=C(COc1ccc2ccccc2c1)N1CCN(c2ccccc2O)CC1	6.6%	-22.7%	-20.1%
COc1cc(/C=C2\SC(=S)N(Nc3ccccc3)C2=O)cc(OC)c1OC	9.3%	-4.4%	-16.9%
C[C@H](CO)N1C[C@H](C)[C@@H](CN(C)C(=O)NC2CCCCC2)Oc2c(NC(=O)C3CC3)cccc2C1=O	1.9%	/	16.2%
Cc1ccc(C(=O)NC(O)C(Cl)Cl)cc1 (stereo not given)	-2.6%	-7.6%	0.9%
CCOC(=O)C1(CCCc2ccccc2)CCN(C(=O)Cn2nc(C)nc2C)CC1	/	-4.2%	14.2%
Cc1nc(NC(=O)/C=C/c2ccccc2)sc1C(=O)NCCO	-3.5%	-14.3%	-0.1%
CCC(C)NS(=O)(=O)c1ccc(OC)c(Cl)c1Cl (stereo not given)	3.4%	8.5%	0.0%
CCN1CCN(C(C)CCc2ccccc2)CC1 (stereo not given)	/	-15.8%	10.6%
CCN(CCO)Cc1cc(=O)oc2c(C)c(C)ccc12	6.7%	18.9%	-5.1%
CC1(OC(=O)c2cnc3ccccc3n2)C(=O)C=C2C=C(C3CC3)OC=C2C1=O (stereo not given)	1.2%	9.8%	/
Cc1ccc2c(CC(=O)NCc3cccs3)coc2c1	3.2%	-12.9%	-2.8%
CC(C)C[C@@H]1CN=C(N)N1C[C@@H]1CCCN1C[C@H](C)N1C[C@@H](Cc2ccccc2)N(CCCC2CCCC2)C1=N	-0.8%	/	6.5%
Cc1cc2c(cc1S(=O)(=O)NCCc1ccccc1)NC(=O)CO2	/	3.6%	-17.5%

Screening results: PubChem BioAssay, National Center for Advancing Translational Sciences (NCATS)
